Source: PubChem (several laboratories)
SRC2 inh = human SRC2 (NCOA2) inhibition. inhibition, % at 9 µM. HEK293 GAL4-SRC2 luciferase reporter, luminescence. hit rate 0.17% among 370,000. AID 651957;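 active = inhibition above the mean inhibition of all tested compounds plus 3 SD, set per campaign, cut at about 52% in these data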;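 also: 0% = DMSO treated cells and 100% = cells given Gossypol at 36 µM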
NOD2 RIPK2 PPI = NOD2-RIPK2 protein interaction inhibition; inhibition, % at 4.98 µM; hit rate 0.38% among 360,000; CHO BLA complementation NOD2-RIPK2, CCF4 ratio; AID 624267; O43353; in the data active = inhibition above about 21%;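 also: 0% = vehicle only and 100% = reference blocker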
Target sequence (O43353 whole entry, looked up): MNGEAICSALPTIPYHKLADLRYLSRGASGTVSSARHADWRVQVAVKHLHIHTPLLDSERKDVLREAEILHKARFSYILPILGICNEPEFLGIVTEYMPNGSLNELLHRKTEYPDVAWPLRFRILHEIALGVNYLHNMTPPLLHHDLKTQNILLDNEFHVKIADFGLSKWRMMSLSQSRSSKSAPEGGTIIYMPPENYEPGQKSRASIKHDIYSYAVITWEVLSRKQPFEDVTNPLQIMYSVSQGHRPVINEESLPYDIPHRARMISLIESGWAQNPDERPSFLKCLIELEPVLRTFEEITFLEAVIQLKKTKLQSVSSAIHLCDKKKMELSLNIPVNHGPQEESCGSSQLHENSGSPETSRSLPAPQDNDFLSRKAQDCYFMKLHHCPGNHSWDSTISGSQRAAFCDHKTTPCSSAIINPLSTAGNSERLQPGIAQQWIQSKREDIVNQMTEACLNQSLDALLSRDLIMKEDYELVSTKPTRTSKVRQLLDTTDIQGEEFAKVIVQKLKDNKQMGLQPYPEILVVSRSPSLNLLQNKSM
NCOA3 inh = inhibits human SRC3 coactivator; Q9Y6Q9; HEK293 GAL4-SRC3 luciferase reporter, luminescence; inhibition, % at 3.6 µM; hit rate 0.17% among 360,000; AID 588352;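 active = inhibition above a per-campaign cutoff, the mean of all compounds plus 3 SD, cut at about 60% in these data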;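 also: 0% = DMSO-treated cells and 100% = gossypol-treated cells at 36 µM; higher means less SRC3-driven luciferase light from the GAL4 reporter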
TWEAK-Fn14 inh = TWEAK-Fn14 signaling inhibition. TWEAK-stimulated Fn14 reporter cells, luciferase luminescence, 8 h. inhibition, % at 10 µM. hit rate 2% among 360,000; in the data active = inhibition above about 50%
Exocytosis inh = lytic granule exocytosis inhibition | TALL-104 LAMP-1 surface exposure, flow cytometry; cells stimulated with thapsigargin and PMA | inhibition, % at 10 µM | hit rate 0.66% among 360,000 | AID 651702;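 active = inhibition above about 55%, limit read from the data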
TROY signal inh = inhibitors of TROY-dependent NF-kB signaling. Q293 LMP1-TROYcd NF-kB luciferase reporter, 4 h. inhibition, % at 10 µM. hit rate 0.98% among 360,000;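 active = compounds whose plate-normalised and pattern-corrected inhibition of the luciferase reporter signal at the single screening dose is 50% or more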
TLR9-MyD88 inh = inhibitors of human TLR9-MyD88 binding; Q9NR96+Q99836; CHO BLA complementation TLR9-MyD88, CCF4 FRET ratio; inhibition, % at 4.98 µM; hit rate 0.21% among 340,000; AID 504734;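 active = inhibition above the mean over all tested compounds plus 3 SD, cut at about 21% in these data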;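 also: 0% = DMSO only wells and 100% = clavulanate BLA inhibitor control wells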
ABHD5-PLIN5 inh = inhibitors of human ABHD5-perilipin-5 interaction; Split G. princeps luciferase complementation, luminescence, 4 h; Q00G26+Q8WTS1; inhibition, % at 4 µM; hit rate 0.78% among 360,000; AID 602281;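 active = inhibition above the mean inhibition across every tested compound plus 3 SD, cut at about 22% in these data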;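 also: 0% = DMSO only wells and the 100% control is not disclosed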
LRH-1 inv ag = suppresses constitutive activity of human LRH-1; O00482; HEK293T StAR-luciferase reporter, LRH-1 transfected, 24 h; AID 602396; hit rate 0.13% among 360,000; inhibition, % at 3.6 µM;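 active = inhibition above the mean inhibition of all tested compounds plus 3 SD, cut at about 73% in these data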;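 also: 0% = DMSO wells and 100% = reporter-only cells lacking LRH-1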
Target sequence (O00482 whole entry, looked up): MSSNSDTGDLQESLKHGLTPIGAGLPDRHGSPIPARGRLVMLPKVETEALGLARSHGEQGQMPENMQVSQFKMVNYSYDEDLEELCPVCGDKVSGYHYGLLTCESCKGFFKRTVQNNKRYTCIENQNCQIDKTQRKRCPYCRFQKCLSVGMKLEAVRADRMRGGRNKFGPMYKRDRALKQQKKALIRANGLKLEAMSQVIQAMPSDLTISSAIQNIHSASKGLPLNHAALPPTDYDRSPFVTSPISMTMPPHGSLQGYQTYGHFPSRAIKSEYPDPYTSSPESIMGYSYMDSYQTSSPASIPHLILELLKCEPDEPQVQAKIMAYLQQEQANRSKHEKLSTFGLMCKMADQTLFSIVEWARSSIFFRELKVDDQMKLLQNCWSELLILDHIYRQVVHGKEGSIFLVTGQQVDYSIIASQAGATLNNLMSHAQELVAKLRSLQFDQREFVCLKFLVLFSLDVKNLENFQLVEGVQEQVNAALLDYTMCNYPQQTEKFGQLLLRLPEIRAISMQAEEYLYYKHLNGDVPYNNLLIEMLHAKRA
NCOA1 inh = inhibitors of human steroid receptor coactivator 1 (SRC1); hit rate 0.12% among 360,000; HEK293 GAL4-SRC1 luciferase reporter, luminescence; inhibition, % at 3.6 µM; Q15788;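 active = inhibition above the campaign mean plus 3 SD, with each screening campaign given its own cutoff, cut at about 60% in these data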;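 also: 0% = DMSO treated cells and 100% = gossypol at 36 µM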
COUP-TFII inh = NR2F2 (human) inhibition, primary screen. P24468. HEK293T NGFI-A luciferase reporter, luminescence. inhibition, % at 8.6 µM. hit rate 0.7% among 370,000. AID 686940;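 active = inhibition above a per-plate cutoff, mean inhibition of test wells between control levels plus 3 SD, cut at about 38% in these data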;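 also: cells cotransfected with COUP-TFII expression vector driving the NGFI-A reporter; 0% = median of COUP-TF2 test wells and 100% = reporter-only cells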
An asterisk follows results filed as active; . = not tested or not shown.

SMILES	SRC2 inh	NOD2 RIPK2 PPI	NCOA3 inh	TWEAK-Fn14 inh	Exocytosis inh	TROY signal inh	TLR9-MyD88 inh	ABHD5-PLIN5 inh	LRH-1 inv ag	NCOA1 inh	COUP-TFII inh
CCn1ncc(Br)c1C(=O)Nc1cc([N+](=O)[O-])ccc1C	7	-2	1	3	-3	0	-7	3	12	-29	-5
CN1CCN(S(=O)(=O)c2ccc(NC(=O)C3CCCO3)cc2)CC1 (stereo not given)	9	10	-2	-2	-2	12	8	-6	4	-6	9
COc1ccc(Cn2cc(CN3CCOCC3)nn2)cc1	5	6	-2	-1	-1	-5	.	-2	-4	-16	1
O=C(COc1cccc2cccnc12)Nc1cccc(S(=O)(=O)N2CCCC2)c1	17	-2	-11	-3	-5	15	1	19	-19	-3	15
CC(=O)NS(=O)(=O)c1cccnc1Nc1ccc(Cl)c(Cl)c1	21	-12	27	-2	-3	2	-6	14	9	0	-5
CCc1ccc(C(C(=O)NC2CCCC2)N(Cc2cccnc2)C(=O)c2csnn2)cc1 (stereo not given)	10	5	-19	5	0	-14	-3	-1	7	-3	7
CCN(CC(=O)Nc1ccc(NC(C)=O)cc1)C(=O)/C=C/c1cn(-c2ccccc2)nc1-c1cccs1	-3	1	3	12	0	-18	2	-1	23	2	4
COc1cc(-c2nc3n(n2)C(c2ccc(F)cc2)C2=C(CCCC2=O)N3)cc(OC)c1OC (stereo not given)	-37	-5	4	20	-4	-5	8	0	22	-2	-38
Cc1ccc(S(=O)(=O)N2Cc3ccccc3CC2C(=O)Nn2cnnc2)cc1 (stereo not given)	1	-8	-8	34	-4	4	-8	2	-8	-3	7
O=C(NCc1cccnc1)C1COc2ccccc2O1 (stereo not given)	-7	-5	4	-12	-1	-18	-2	7	19	-7	2
COC(=O)C1=CN(Cc2ccc(OC)c(OC)c2)C=C(C(=O)OC)C1c1cccc(OC)c1OC	-68	0	-7	-3	2	-26	0	-10	35	-6	-1
CN(C)c1ccc(/C=N/O)cc1	5	1	-7	-13	0	-3	15	-1	-21	-6	-2
Cc1cccc2cc(CNCC3CCCO3)c(Cl)nc12 (stereo not given)	-25	6	14	4	1	-12	10	-4	-17	2	-27
C=CCn1c(NC(=O)c2ccccc2)nc2ccccc21	-19	1	-33	-10	1	-40	-9	8	-20	-22	-7
O=C(CSc1nc2ncc(Cl)cc2[nH]1)NCCc1ccc(F)cc1	13	-7	0	1	-2	0	4	-9	-3	-21	-21
CCOC(=O)c1c(CN2CCCCC2)oc2ccc(O)cc12	-7	-1	10	7	0	-36	-2	2	-10	-20	-9
N/C(=N\OC(=O)C(c1ccccc1)c1ccccc1)c1cccnc1	.	-2	18	-4	-1	-1	4	-3	-2	6	.
O=C(NCCc1ccc(Cl)cc1)c1ccc(CS(=O)Cc2ccccc2Cl)o1 (stereo not given)	6	2	0	13	0	17	-2	2	7	1	25
Clc1cccc(Cl)c1Cn1nnc(N2CCCC2)n1	-38	2	-34	-38	-8	-47	-2	6	-57	-69	-10
CC(C)NCc1c(O)c(Br)cc2oc3c(c12)CCCC3	-9	-8	-29	10	3	11	-5	-2	-5	-8	2
Cc1cc2cc(CNC(=O)c3ccc(S(=O)(=O)N4CCCC4)cc3)ccc2n1C	-5	-5	13	-3	1	18	4	12	27	-12	10
Cc1ccc(S(=O)(=O)N2CCOCC2)cc1C(=O)N1CCOCC1	-8	-2	-11	8	3	29	4	3	8	-8	-1
CC(C)=CCCC1=CCC2C(=O)NNC(=O)C2C1 (stereo not given)	-9	-5	8	5	1	12	6	-6	0	0	1
CC(=O)c1cccc(NC(=O)c2ccc(Br)o2)c1	-23	-2	-18	-51	3	-41	-10	-2	-36	-16	-17
Cn1cc(-c2csc(C(C)(O)c3cccc(F)c3)n2)cn1 (stereo not given)	-14	-3	9	16	-6	8	.	2	-11	-9	-21
CCN(CC)c1ccc(C(=O)OCC(=O)N(C(C)C)C(C)C)cc1	7	-2	-2	-23	2	4	6	-2	-10	0	-11
Cc1cccc(-n2c(SCc3cc(=O)n4ccsc4n3)nc3ccccc32)c1	-16	0	1	-11	4	-6	-1	10	9	-5	-5
c1nc(NCC2(N3CCOCC3)CCCCC2)c2ccsc2n1	-18	-4	9	-8	4	0	0	-12	-19	10	8
CC(=O)C1(C)C(=O)N(c2ccc(F)cc2)C(=O)N1c1ccc(F)cc1 (stereo not given)	-19	6	16	-17	-7	-2	4	0	-12	3	-15
CCOc1cc2[nH]c(=S)n(CCN3CCC(C)CC3)c(=O)c2cc1OCC	-8	-6	-2	26	0	4	-4	-4	1	-3	3
CN(CCOc1cccc2ccccc12)Cc1ccccc1	-25	-3	-8	-4	9	-4	-5	-5	-16	-9	15
O=C(NNC(=O)C12CC3CC(CC(C3)C1)C2)c1ccccc1O	-12	-2	-17	-25	-1	1	-6	10	-20	1	-22
COc1cc(/C=N/NC(=O)CSc2n[nH]c(=O)[nH]c2=O)cc(OC)c1O	12	-7	5	4	-2	7	-4	-1	-9	-37	-14
Cc1ccc(/C=N/NC(=O)c2cccc3ccccc23)o1	8	-9	0	-5	-9	10	0	3	17	7	-15
Cc1ccc(S(=O)(=O)NCCc2nnc3ccc(NCCCOC(C)C)nn23)cc1	5	5	8	-20	-6	-6	-1	-3	-6	-33	-14
O=S(=O)(/N=C(/c1ccccc1)N1CCCCC1)c1ccccc1	-19	-4	9	-9	-3	-3	-18	-5	4	-14	-5
Nc1nc(CSc2ccccc2)nc(N2CCCCC2)n1	-50	-6	-62	-32	-1	-86	5	-6	-93	-57	-20
CCCCCCCCc1c(O)nc(-n2[nH]c(C)c(CCO)c2=O)[nH]c1=O	2	1	11	-1	-2	12	-8	-3	9	18	7
O=C(CSc1ccccc1)NCc1ccccc1	-24	3	-31	-37	-6	-46	-9	3	-23	-37	-13
COc1cccc(CN(C)C(=O)c2cccc(S(=O)(=O)NCc3ccccc3)c2)c1OC	-3	3	3	8	-2	6	12	7	6	9	16
C[C@@H]1CN([C@H](C)CO)C(=O)CCCn2cc(nn2)CO[C@H]1CN(C)S(=O)(=O)c1ccccc1C#N	-45	9	-4	15	7	-9	16	-2	-8	-2	-18
COc1ccc(/C=C2/SC(=O)N(CCNC(=O)C3COc4ccccc4O3)C2=O)cc1 (stereo not given)	-17	-15	-2	-26	-4	-20	1	-2	12	-21	-27
O=C(O)CCCCCNC(=O)CSc1nnc(-c2ccco2)n1-c1ccccc1	1	-15	-2	7	-12	-2	-9	4	-5	-10	-2
Cc1ccc(C)c(CN2CCC(n3nccc3NC(=O)C3CCCC3)CC2)c1	-26	-2	14	-4	2	-2	-7	2	8	-7	3
O=S(=O)(c1ccc(F)c(F)c1)N1CCN(c2ccccn2)CC1	-34	-5	-11	-1	0	11	1	9	-5	-11	-2
CC(C)c1ccccc1NC(=O)C1CCCN(C(=O)c2ccc(Cl)cc2)C1 (stereo not given)	14	7	17	-6	19	-2	-4	3	5	-32	17
COC(=O)C1C(=O)C2=C(CC1C)NC(C)=C(C(=O)OC(C)C)C2c1ccc(C)o1 (stereo not given)	2	1	-4	-15	-2	-9	-2	-3	0	-23	5
Cc1ccc(CNC(=O)CCSCc2ccccc2F)cc1	2	0	-84	-10	1	-30	-9	0	5	-28	1
O=C(O)/C=C/C(=O)Nc1ccc2c(c1)C(=O)c1ccccc1C2=O	-56	-1	-21	-3	4	-35	1	3	-122	-47	-40
O=C(Cn1nc(-c2ccc(Cl)cc2)c2ccccc2c1=O)NN1CCOCC1	0	-10	6	-13	-5	-18	.	-10	-9	11	20

Ordered by length of the SMILES (ascending): part of the list above.
SMILES	SRC2 inh	NOD2 RIPK2 PPI	NCOA3 inh	TWEAK-Fn14 inh	Exocytosis inh	TROY signal inh	TLR9-MyD88 inh	ABHD5-PLIN5 inh	LRH-1 inv ag	NCOA1 inh	COUP-TFII inh
CN(C)c1ccc(/C=N/O)cc1	5	1	-7	-13	0	-3	15	-1	-21	-6	-2
Cc1cccc2cc(CNCC3CCCO3)c(Cl)nc12 (stereo not given)	-25	6	14	4	1	-12	10	-4	-17	2	-27
CC(C)=CCCC1=CCC2C(=O)NNC(=O)C2C1 (stereo not given)	-9	-5	8	5	1	12	6	-6	0	0	1
CCOC(=O)c1c(CN2CCCCC2)oc2ccc(O)cc12	-7	-1	10	7	0	-36	-2	2	-10	-20	-9
Cn1cc(-c2csc(C(C)(O)c3cccc(F)c3)n2)cn1 (stereo not given)	-14	-3	9	16	-6	8	.	2	-11	-9	-21
O=C(NNC(=O)C12CC3CC(CC(C3)C1)C2)c1ccccc1O	-12	-2	-17	-25	-1	1	-6	10	-20	1	-22
CN1CCN(S(=O)(=O)c2ccc(NC(=O)C3CCCO3)cc2)CC1 (stereo not given)	9	10	-2	-2	-2	12	8	-6	4	-6	9
Cc1ccc(C)c(CN2CCC(n3nccc3NC(=O)C3CCCC3)CC2)c1	-26	-2	14	-4	2	-2	-7	2	8	-7	3
O=C(NCCc1ccc(Cl)cc1)c1ccc(CS(=O)Cc2ccccc2Cl)o1 (stereo not given)	6	2	0	13	0	17	-2	2	7	1	25
Cc1cc2cc(CNC(=O)c3ccc(S(=O)(=O)N4CCCC4)cc3)ccc2n1C	-5	-5	13	-3	1	18	4	12	27	-12	10
CCc1ccc(C(C(=O)NC2CCCC2)N(Cc2cccnc2)C(=O)c2csnn2)cc1 (stereo not given)	10	5	-19	5	0	-14	-3	-1	7	-3	7
COc1cc(-c2nc3n(n2)C(c2ccc(F)cc2)C2=C(CCCC2=O)N3)cc(OC)c1OC (stereo not given)	-37	-5	4	20	-4	-5	8	0	22	-2	-38
COC(=O)C1=CN(Cc2ccc(OC)c(OC)c2)C=C(C(=O)OC)C1c1cccc(OC)c1OC	-68	0	-7	-3	2	-26	0	-10	35	-6	-1

Later entries:
SMILES	SRC2 inh	NOD2 RIPK2 PPI	NCOA3 inh	TWEAK-Fn14 inh	Exocytosis inh	TROY signal inh	TLR9-MyD88 inh	ABHD5-PLIN5 inh	LRH-1 inv ag	NCOA1 inh	COUP-TFII inh
C=CCn1c(SCC(=O)N2CCOCC2)nc2c([nH]c3ccccc32)c1=O	7	-10	-12	18	0	1	-18	-1	22	2	-14
COc1ccc(/C=C/C(=O)C(C(N)=O)=C2SCCS2)cc1	-11	0	-22	24	2	-24	8	0	-20	-31	-12
COc1ccc(CC(=O)Nc2nncs2)cc1OC	-4	-4	10	-11	2	-12	2	1	12	1	4
O=C(c1ccc(Cl)s1)N1CCN(C23CC4CC(CC(C4)C2)C3)CC1	.	-18	-2	9	9	7	1	4	6	-12	.
COc1ccc(N(CC(=O)O)S(=O)(=O)c2cccnc2)cc1	-6	-15	-22	4	7	-1	-3	3	-8	-12	5

Some of the compounds tested; rates above refer to the full screens.
